# Bioassay records as filed in PubChem.
# BoNT-A LC inh2: inhibitors of Botulinum neurotoxin A light chain protease; multiplex microsphere protease substrate cleavage, flow cytometry; inhibition, % at 10 µM; 360,000 tested, 0.17% active; AID 588499; also: plate controls were buffer without enzyme for full effect and enzyme alone for no effect
# DUSP3 inh: inhibitors of human VHR1 phosphatase (DUSP3); P51452; recombinant VHR phosphatase, pNPP absorbance; 290,000 tested, 0.52% active; inhibition, % at 13.3 µM; in the data active = inhibition above about 50%; also: some compounds called inactive have numbers as strong as hits
# Target sequence (P51452 whole entry, looked up): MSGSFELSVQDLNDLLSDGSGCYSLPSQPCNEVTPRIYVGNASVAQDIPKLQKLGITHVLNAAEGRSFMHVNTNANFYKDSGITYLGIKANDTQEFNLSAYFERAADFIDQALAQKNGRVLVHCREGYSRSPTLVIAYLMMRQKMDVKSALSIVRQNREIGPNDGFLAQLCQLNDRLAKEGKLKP
# PriA SSB inh: blocks PriA binding to SSB C-terminal tail | 430,000 tested, 0.6% active | AlphaScreen SSBct-PriA binding, biotinylated peptide | inhibition, % at 33 µM; in the data active = inhibition mostly above about 37%, no sharp cut-off; inactive = mostly below about 20%;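 also: plate controls were negative control peptide for no effect and reference peptide for full effect; strong numbers were not always called active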
# MazEF act: MazEF (E. coli) toxin RNase activation; P0AE70; FAM/BHQ RNA-DNA oligo cleavage fluorescence, 5 h; activation, % at 20 µM; 350,000 tested, 0.32% active; AID 504720; in the data active = activation above about 50%
# Target sequence (P0AE70 whole entry, looked up): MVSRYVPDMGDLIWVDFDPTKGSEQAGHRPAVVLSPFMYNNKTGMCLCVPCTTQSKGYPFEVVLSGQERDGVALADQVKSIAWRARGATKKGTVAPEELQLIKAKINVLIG
# BoNT F protease: inhibitors of Botulinum neurotoxin F light chain protease. Multiplex microsphere protease cleavage assay, flow cytometry. inhibition, % at 10 µM. AID 588497. 360,000 tested, 0.22% active; in the data active = inhibition above about 35%, passing the limit was not always enough; inconclusive = no clear call, values can overlap the other calls; also: plate controls were buffer without enzyme for full effect and enzyme alone for no effect
# PrPC TRFRET: reduces human prion protein on the cell surface; P04156; cell surface PrPC, TR-FRET read-out; inhibition, % at 13.8 µM; 370,000 tested, 0.43% active; AID 720596; in the data active = inhibition above about 24%; also: 0% = median of the test wells and 100% = reference compound wells
# SARS 3CLpro inh: SARS-CoV 3CLpro protease inhibition; recombinant SARS-CoV 3CLpro, quenched FRET peptide cleavage; P0C6X7; AID 1706; 290,000 tested, 0.14% active; inhibition, % at 6 µM; in the data active = inhibition above about 12%
# Anthrax LF prot: blocks Bacillus anthracis lethal factor protease. inhibition, % at 10 µM. AID 588501. multiplex microsphere protease cleavage assay, LF. P15917. 360,000 tested, 0.12% active; also: plate controls were buffer without enzyme for full effect and enzyme alone for no effect
# Rv3671c protease: Rv3671c (M. tuberculosis) protease inhibition. P9WHR9. 320,000 tested, 0.048% active. inhibition, % at 5.96 µM; in the data active = inhibition above about 38%;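 also: extracellular domain of Rv3671c used as enzyme; 0% = enzyme with DMSO and 100% = no enzyme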
# Target sequence (P9WHR9 whole entry, looked up, the tested form may be a part): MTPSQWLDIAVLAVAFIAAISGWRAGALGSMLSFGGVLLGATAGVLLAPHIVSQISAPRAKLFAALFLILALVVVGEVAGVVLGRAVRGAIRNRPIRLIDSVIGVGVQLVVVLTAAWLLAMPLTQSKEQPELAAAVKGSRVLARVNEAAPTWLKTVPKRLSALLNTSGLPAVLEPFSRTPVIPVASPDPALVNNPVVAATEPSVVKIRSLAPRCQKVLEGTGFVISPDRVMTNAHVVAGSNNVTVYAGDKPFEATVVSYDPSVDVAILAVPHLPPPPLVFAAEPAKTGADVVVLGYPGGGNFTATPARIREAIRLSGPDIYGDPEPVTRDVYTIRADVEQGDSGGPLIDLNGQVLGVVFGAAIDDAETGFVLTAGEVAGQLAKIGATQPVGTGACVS
# CCHFV vOTU inh: CCHFV vOTU protease inhibition; 370,000 tested, 0.55% active; inhibition, % at 11.5 µM; Pep-AMC fluorescence; in the data active = inhibition above about 30%; also: 0% = vehicle wells with enzyme and 100% = no enzyme wells
# Active calls of the source: *; ? = inconclusive; . = not tested or not shown. Rule as the data show it, unless noted: active = inhibition above about 30%; inconclusive = no clear call, values can overlap the other calls; inactive = below that. The list is partial; the hit share may differ from the screen's.
molecule,BoNT-A LC inh2,DUSP3 inh,PriA SSB inh,MazEF act,BoNT F protease,PrPC TRFRET,SARS 3CLpro inh,Anthrax LF prot,Rv3671c protease,CCHFV vOTU inh
C=CCn1c(SCC(=O)N2N=C(c3ccco3)CC2c2ccco2)nnc1-c1ccncc1 (centres undefined),-0.1,26.3,12.3,1.5,-0.8,-10.1,4.9,2.2,-2.7,-15.4
CC(C)c1ccc(C(=O)NNC(=O)c2n[nH]c(=O)c3ccccc23)cc1,0.6,.,12.4,5.0,5.2,-1.7,.,2.8,1.3,2.9
CCOc1ccc(S(=O)(=O)N2CCN(C(=O)c3cc(-c4ccccc4)nn3-c3ccccc3)CC2)cc1,.,.,-6.6,-15.3,.,-13.1,.,.,3.4,-4.3
Cc1ccc(CSCCNC(=O)c2ccccc2)cc1,0.3,33.1,-28.0,4.4,1.0,-4.3,-2.0,-2.0,-9.2,11.3
O=C(CN1CCN(S(=O)(=O)c2ccc(Cl)cc2)CC1)c1ccc(O)c(O)c1,-1.2,27.4,-5.8,-4.6,-2.1,.,-1.4,-2.9,6.2,.
O=C(COC(=O)CCc1ccc(S(=O)(=O)N2CCOCC2)cc1)NCc1ccccc1,-0.5,-2.9,-19.4,1.9,-5.5,6.4,-1.5,-7.0,-2.4,6.2
CC1=NN(c2ccc(C(=O)O)cc2)C(=O)/C1=C/c1ccc(-c2ccccc2F)o1,-0.8,9.6,.,.,11.8,.,-3.1,-5.5,1.9,.
Cc1ccc(C(=O)/C=C/c2ccc(Br)cc2)o1,0.3,21.9,-10.3,-5.4,-5.2,-0.1,-4.1,0.7,-5.9,3.6
CC(=O)c1ccc(NC(=O)CSc2nccn2C)cc1,-0.8,17.0,-6.0,9.5,-8.0,5.9,-4.1,8.0,3.9,-7.8
CC1CC(C)CN(CCCNC(=O)C2CCN(S(=O)(=O)N3CCCCC3)CC2)C1 (centres undefined),0.3,17.8,-5.9,2.9,2.8,-4.3,-3.7,-3.8,-3.3,1.4
O=C(NCc1ccco1)c1csc2c1CCCCC2,0.4,-5.7,-0.7,-2.6,9.9,-2.4,1.1,-3.3,-6.3,-7.4
COC(=O)c1ccsc1NC(=O)CN1CCN(c2ncccn2)CC1,.,17.8,-7.4,-5.8,.,7.2,-1.8,.,-3.1,0.2

molecule,BoNT-A LC inh2,DUSP3 inh,PriA SSB inh,MazEF act,BoNT F protease,PrPC TRFRET,SARS 3CLpro inh,Anthrax LF prot,Rv3671c protease,CCHFV vOTU inh
CCCN1CCc2c(sc(NC(=O)CCS(=O)(=O)c3ccccc3)c2C(=O)OC)C1,-0.9,3.6,-1.5,-4.8,3.8,-14.9,-8.3,0.4,-15.8,19.0
O=C(O/N=C1\CCCCC1c1ccc([N+](=O)[O-])cc1[N+](=O)[O-])c1c(F)cccc1F (centres undefined),-0.7,10.2,.,7.2,-8.8,-30.4,0.9,-1.7,1.7,0.6
COc1ccccc1Nc1nc(NCc2ccco2)c2ccccc2n1,2.4,0.9,9.6,1.5,?,7.7,-1.3,-4.5,-3.6,-1.5
O=C(NCCc1ccc(Cl)cc1)c1ccc(OCC2CCCO2)cc1 (centres undefined),0.8,-2.7,-12.4,3.0,-1.0,8.5,-5.5,-1.8,-6.5,8.0
Nc1cc(N)cc(C(=O)Nc2ccc3c(c2)C(=O)NC3=O)c1,4.2,-2.4,-11.8,14.7,-2.2,8.8,-5.8,-4.7,-14.5,2.9
O=C(NCc1cccc(Cl)c1)c1ccc2ccccc2n1,-0.4,15.8,-22.9,13.6,-1.5,-5.0,3.7,-1.2,0.4,9.0
COc1cccc(C(=O)Nc2ccc3[nH]ncc3c2)c1OC,-0.7,30.4,-16.8,1.2,-11.5,0.9,-0.5,8.7,14.0,1.6
O=C(CCN1C(=O)COc2ccccc21)NCCN1CCN(c2cccc(Cl)c2)CC1,0.1,-1.3,-2.9,-4.9,5.2,-4.6,-0.1,-10.2,14.7,-12.9
N#CCCN(Cc1cccnc1)C(=O)c1ccc(S(=O)(=O)N2CCOCC2)cc1,-0.1,1.0,3.9,4.3,-11.5,-6.8,-5.3,-2.2,2.9,9.7
Cc1nn(-c2ccccc2)c(Cl)c1/C=N\NC(=O)c1cncc(Br)c1,1.8,14.7,.,4.6,7.2,-7.7,2.0,2.0,1.9,-1.4
O=c1c2cc(N3CCOCC3)ccc2[nH]c(=S)n1Cc1ccco1,?,13.5,-11.3,3.8,?,-1.8,.,?,1.6,-6.9
CCCc1cc(C(=O)N2CCN(C(c3ccccc3)c3ccccc3)CC2)no1,-0.2,6.6,-25.8,1.0,1.4,9.6,-3.7,-4.3,3.9,3.8

molecule,BoNT-A LC inh2,DUSP3 inh,PriA SSB inh,MazEF act,BoNT F protease,PrPC TRFRET,SARS 3CLpro inh,Anthrax LF prot,Rv3671c protease,CCHFV vOTU inh
CC(CC(=O)N1CCN(S(=O)(=O)c2ccc(Cl)cc2)CC1)n1cncn1 (centres undefined),2.3,-2.7,-2.8,11.1,12.2,-6.8,3.5,14.7,-3.7,15.5
CC1(C)OCC(COC(=O)Nc2cccnc2)([N+](=O)[O-])CO1,-0.1,18.1,-3.9,0.8,-2.6,-2.5,3.0,-3.6,-3.7,-9.5
CC(C)C(=O)Nc1ccc(Oc2ccc3c(c2)C(=O)NC3=O)cc1,-4.2,27.6,-9.8,7.3,-9.4,-4.4,-0.4,6.4,-4.3,3.4
COc1cccc(CC(=O)OCC(=O)NC2(C#N)CCCC2)c1,0.4,.,4.7,11.5,-1.5,3.2,.,-2.4,9.4,4.7
O=C(CNC(=O)c1ccc(Cl)cc1)OCC(=O)c1ccccc1,1.9,23.6,-3.6,0.5,-7.5,-4.2,1.4,1.1,-1.4,14.8
Cc1ccc(S(=O)(=O)n2cnc(C)c2)cc1,0.9,28.4,-9.0,-1.2,-22.3,-3.9,-4.2,-24.7,-6.3,-11.4
Nc1ccc(Cl)c(-c2nc3ncccc3o2)c1,-0.8,30.7,-6.8,-6.9,-8.0,-8.1,1.0,-5.1,-10.4,17.0
CC(=O)c1ccc(NS(=O)(=O)c2cc(-c3cnc(C4CC4)o3)ccc2C)cc1,-1.0,14.9,-9.0,0.1,-3.7,2.3,0.2,-2.4,-9.8,8.8
Cc1ccc(NC(=S)Nc2cc(C(=O)O)ccc2N2CC3CC(C2)c2cccc(=O)n2C3)cc1C (centres undefined),-0.1,-10.7,7.1,-45.7,-9.7,-6.9,0.8,0.4,5.7,0.3
O=C(c1cccc(NS(=O)(=O)c2cccc(F)c2)c1)N1CCCC1,-1.5,-3.8,-15.9,-3.0,-9.3,-7.1,3.1,-4.6,.,-6.4
O=c1[nH]c(Cc2cccs2)nc2scc(-c3ccc(Cl)cc3)c12,-0.4,35.5,3.9,-4.1,-1.1,6.3,0.5,-3.9,7.4,14.7
O=C(N/N=C/c1ccncc1)c1ccc(NC(=O)c2ccc(Cl)cc2)cc1,0.1,16.7,.,-9.3,-1.6,-3.9,2.0,0.6,-36.7,-6.8

# The closing 3 entries of the section before lead into the next.
molecule,BoNT-A LC inh2,DUSP3 inh,PriA SSB inh,MazEF act,BoNT F protease,PrPC TRFRET,SARS 3CLpro inh,Anthrax LF prot,Rv3671c protease,CCHFV vOTU inh
O=C(c1cccc(NS(=O)(=O)c2cccc(F)c2)c1)N1CCCC1,-1.5,-3.8,-15.9,-3.0,-9.3,-7.1,3.1,-4.6,.,-6.4
O=c1[nH]c(Cc2cccs2)nc2scc(-c3ccc(Cl)cc3)c12,-0.4,35.5,3.9,-4.1,-1.1,6.3,0.5,-3.9,7.4,14.7
O=C(N/N=C/c1ccncc1)c1ccc(NC(=O)c2ccc(Cl)cc2)cc1,0.1,16.7,.,-9.3,-1.6,-3.9,2.0,0.6,-36.7,-6.8
CC(=O)N1Cc2cc(C(=O)NCC(F)(F)F)nc(-c3cccc(-c4cccnc4)c3)c2[C@H]1CCO,0.5,.,.,.,-0.7,7.6,.,-2.4,.,-9.9
Cc1cc(CNC[C@H]2O[C@@H](n3ccc(N)nc3=O)[C@H](O)[C@@H]2O)no1,0.2,.,.,2.0,3.7,-5.2,.,-10.2,.,1.4
Cc1cn(Cc2ccccc2)c(=O)[nH]c1=O,0.0,0.5,-0.5,-4.6,-0.1,-5.7,-0.4,-0.5,1.7,-3.1
Cc1cc(-c2csc(NC(=O)c3ccc(=O)n(C)n3)n2)c(C)n1CC1CCCO1 (centres undefined),2.7,17.9,-7.8,2.9,-19.1,.,6.9,-3.7,15.9,.
COC(=O)Cc1ccc(NC(=S)NCc2ccc(F)cc2)cc1,0.8,22.5,-9.1,-2.8,8.1,-2.7,6.5,-0.2,7.6,-17.4
COc1ccc(-c2cnc3c(NC=O)cc(-c4cccc(NS(C)(=O)=O)c4)cn23)cc1OC,-0.4,.,.,.,-12.1,-21.5,.,-6.3,.,0.8
Cc1ccccc1NC(=O)COC(=O)C1(C)CC1(Cl)Cl (centres undefined),-0.4,-1.4,1.0,-18.5,-3.3,-2.3,0.3,-5.7,1.5,-16.1
CCOc1ccc(NC(=O)Nc2ccc(NC(C)=O)cc2)cc1,-0.1,-2.9,-1.6,4.3,6.0,3.2,-3.8,0.7,-3.6,4.7
Cc1ccc(NC(=O)CSc2n[nH]c(-c3ccco3)n2)c(C)c1,-0.4,6.9,5.6,4.1,-3.9,-0.8,-1.1,-2.9,-8.8,6.8
Cc1cc(NC(=O)NC(C(F)(F)F)C(F)(F)F)no1,0.4,8.4,-9.6,8.8,-0.4,-6.3,-0.6,-2.3,9.9,5.5
CNc1ncc(C(=O)c2ccc(Br)cc2)s1,0.0,-5.0,-9.0,-9.3,2.3,26.2*,1.6,0.4,.,12.6
COc1cccc(C(=O)Nc2nnc(CCS(=O)(=O)c3ccc(C)cc3)s2)c1,-0.5,10.5,-2.1,-2.1,-7.0,-4.4,-0.7,10.4,-2.1,-7.8

molecule,BoNT-A LC inh2,DUSP3 inh,PriA SSB inh,MazEF act,BoNT F protease,PrPC TRFRET,SARS 3CLpro inh,Anthrax LF prot,Rv3671c protease,CCHFV vOTU inh
CN1C(=O)c2oc3ccccc3c(=O)c2C1c1ccncc1 (centres undefined),0.1,24.4,-9.9,1.0,-6.0,.,.,1.7,-0.9,.
O=C(c1cc(S(=O)(=O)N2CCCCC2)ccc1N1CCOCC1)N1CCN(Cc2ccccc2)CC1,-1.1,9.9,1.4,4.5,-4.0,6.6,-3.0,-0.8,3.6,8.3
COc1cccc(C(c2ccccc2)N2C3CCC2CN(S(=O)(=O)c2ccc(F)cc2)CC3)c1 (centres undefined),1.0,.,-8.7,-12.7,-3.6,0.8,.,-0.7,0.8,-7.2
Cn1cccc1/C=C1\SC(=Nc2ccccc2)NC1=O,2.3,9.6,6.3,-7.1,35.7*,8.9,8.0,13.0,10.0,6.2
COC(=O)c1ccccc1NC(=O)CCCOc1cc(=O)n(C)c2ccccc12,-0.3,.,.,.,-4.6,-1.3,.,-7.0,.,21.2
CN(Cc1ccccc1)C(=O)CCN1C(=O)c2cccc([N+](=O)[O-])c2C1=O,-0.3,.,.,3.2,2.0,2.1,.,0.6,.,-0.9
CCN(CC)C(=O)c1ccc(-c2nnc(Nc3ccc(C(=O)NC)cc3)c3ccccc23)cc1,-1.9,42.9,-12.8,1.4,?,-29.3,-1.3,-13.7,-4.7,15.1
CC(C)CC(N)c1cn([C@@H](CCC(=O)O)C(=O)N2CCNCC2)nn1 (some centres undefined),-0.1,-4.1,0.5,4.3,-6.5,-2.0,1.8,-2.0,-6.4,-2.3
COC(=O)c1[nH]c2ccc(C)cc2c1NC(=O)C1=COCCO1,0.7,2.9,-19.0,7.5,-26.8,10.4,2.9,1.7,11.1,-1.0
C=C(C)CNC(=O)c1ccc(OC2CCN(S(=O)(=O)N(C)C)CC2)cc1,-0.8,12.2,-1.4,5.9,2.9,8.2,0.3,-4.2,0.6,0.4
O=C(Nc1cccs1)Nc1c(F)cc(F)cc1Br,0.3,4.7,-1.5,6.4,-5.3,9.4,-7.3,-1.3,9.6,10.3
Cc1sc2ncn(CC(=O)N3CCC4(CC3)OCCO4)c(=O)c2c1C,-0.3,-29.6,4.6,-1.3,-2.0,-1.8,3.3,-1.2,16.3,-4.0
